# PAFAH1B3 FP inh = PAFAH1B3 enzyme inhibitors, primary screen, biochemical, fluorescence polarization, human. Platelet-activating factor acetylhydrolase IB subunit alpha1 (Homo sapiens), Q15102. recombinant PAFAH1B3, FP-rhodamine probe. inhibition, % at 3.39 µM. AID 492972, 2010. 0.28% of 340,000 active;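 active = inhibition above the screen-wide average of all tested compounds plus 3 SD, cut at about 25% in these data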;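 also: 0% = enzyme with DMSO only and 100% = wells lacking PAFAH1B3 protein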
# Target sequence (Q15102 whole entry, looked up): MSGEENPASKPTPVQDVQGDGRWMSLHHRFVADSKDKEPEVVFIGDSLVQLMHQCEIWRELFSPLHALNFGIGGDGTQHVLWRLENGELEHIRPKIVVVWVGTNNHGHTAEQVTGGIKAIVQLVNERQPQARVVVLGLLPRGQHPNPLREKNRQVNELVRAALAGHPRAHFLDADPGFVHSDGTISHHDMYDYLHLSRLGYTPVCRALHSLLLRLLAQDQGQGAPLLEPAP
# GSTO1 inh = inhibitors of recombinant GSTO1, primary screen, counter-screen for RBBP9 inhibitor project, biochemical, fluorescence polarization. Glutathione S-transferase omega-1 (Homo sapiens), P78417. activity-based probe fluorescence polarization. inhibition, % at 5.96 µM. 1.1% of 300,000 active. AID 1974, 2009;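 active = inhibition above the campaign mean inhibition plus 3 SD, cut at about 35% in these data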;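 also: 0% = GSTO1-1 with DMSO and 100% = wells lacking GSTO1-1 enzyme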
# Target sequence (P78417 whole entry, looked up): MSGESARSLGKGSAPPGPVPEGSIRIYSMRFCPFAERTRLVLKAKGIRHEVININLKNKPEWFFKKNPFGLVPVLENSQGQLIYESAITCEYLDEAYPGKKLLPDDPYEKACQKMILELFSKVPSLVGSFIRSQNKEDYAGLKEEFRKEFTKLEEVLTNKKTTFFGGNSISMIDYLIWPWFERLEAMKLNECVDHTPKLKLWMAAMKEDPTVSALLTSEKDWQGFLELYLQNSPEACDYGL
# LYPLA2 counter = LYPLA2 inhibitors, primary screen, counter-screen for PME1 inhibitor project, biochemical, fluorescence polarization, FP-Rh probe ABPP. AID 2177, 2009. 0.38% of 320,000 active. recombinant LYPLA2. inhibition, % at 5.9 µM;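 active = inhibition above the screen-wide mean plus 3 SD, limit set per campaign, cut at about 26% in these data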;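 also: 0% = LYPLA2 with DMSO and 100% = wells lacking LYPLA2 enzyme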
# PAD4 FP inh = human PAD4 inhibitors, primary screen, biochemical, fluorescence polarization, 1536-well format; Protein-arginine deiminase type-4 (Homo sapiens), Q9UM07; recombinant PAD4, RCA probe fluorescence polarization; inhibition, % at 6.36 µM; 0.41% of 330,000 active;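 active = percent inhibition above a cutoff equal to the mean of all tested compounds plus 3 SD, cut at about 15% in these data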;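 also: 0% = PAD4 with RCA probe and DMSO and 100% = probe without PAD4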
# pPAFAH inh = pPAFAH enzyme inhibitors, primary screen, biochemical, fluorescence polarization, human; recombinant pPAFAH, FP-rhodamine probe fluorescence polarization; inhibition, % at 3.39 µM; 1.5% of 330,000 active;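 active = inhibition above the mean inhibition across the screen plus 3 SD, cut at about 25% in these data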;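 also: inhibitors block binding of the rhodamine activity-based probe so polarization drops; 0% = enzyme with DMSO and 100% = wells lacking pPAFAH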
# PREPL inh = PREPL enzyme inhibitors, primary screen, biochemical, fluorescence polarization | AID 2751, 2010 | 0.68% of 320,000 active | recombinant PREPL, fluorescence polarization activity-based probe | inhibition, % at 5.96 µM; in the data active = inhibition above about 43%;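 also: 0% = enzyme with DMSO and 100% = wells lacking enzyme; many of its hits are not listed in these tables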
# PME-1 primary = PME-1 inhibitors via competitive probe labeling, primary screen, biochemical, fluorescence polarization, FP-Rh probe, HTS; recombinant PME-1; inhibition, % at 5.9 µM; Protein phosphatase methylesterase 1 (Homo sapiens), Q9Y570; AID 2130, 2009; 0.53% of 320,000 active;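 active = inhibition above the campaign mean of all compounds plus 3 SD, cut at about 26% in these data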;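 also: competitive labeling of PME-1 active site by serine hydrolase directed probe; 0% = PME-1 with DMSO and 100% = wells lacking PME-1 enzyme; inhibitors block probe labeling so polarization falls and inhibition rises; many of its hits are not listed in these tables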
# PAFAH1B2 FP inh = PAFAH1B2 enzyme inhibitors, primary screen, biochemical, fluorescence polarization, human. inhibition, % at 3.39 µM. recombinant PAFAH1B2, FP-rhodamine activity probe. 1.2% of 340,000 active;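 active = inhibition above the mean of all tested compounds plus 3 SD, cut at about 24% in these data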;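 also: 0% = enzyme with DMSO and 100% = wells lacking PAFAH1B2; many of its hits are not listed in these tables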
# Target sequence (P68402 whole entry, looked up): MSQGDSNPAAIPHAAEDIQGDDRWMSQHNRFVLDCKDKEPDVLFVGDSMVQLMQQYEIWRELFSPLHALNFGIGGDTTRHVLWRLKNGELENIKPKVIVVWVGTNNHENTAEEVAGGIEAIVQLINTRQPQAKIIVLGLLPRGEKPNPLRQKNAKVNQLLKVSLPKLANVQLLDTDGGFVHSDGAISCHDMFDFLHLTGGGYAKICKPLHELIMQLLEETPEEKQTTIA
# LYPLA1 counter = LYPLA1 inhibitors, primary screen, counter-screen for PME1 inhibitor project, biochemical, fluorescence polarization, FP-Rh probe ABPP; AID 2174, 2009; recombinant LYPLA1; inhibition, % at 5.9 µM; 0.16% of 320,000 active;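 active = inhibition above the mean of all tested compounds plus 3 SD, set per campaign, cut at about 14% in these data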;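 also: inhibitors block serine hydrolase probe labeling of LYPLA1 so polarization falls; 0% = enzyme with DMSO and 100% = wells lacking LYPLA1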
# Target sequence (O75608 whole entry, looked up): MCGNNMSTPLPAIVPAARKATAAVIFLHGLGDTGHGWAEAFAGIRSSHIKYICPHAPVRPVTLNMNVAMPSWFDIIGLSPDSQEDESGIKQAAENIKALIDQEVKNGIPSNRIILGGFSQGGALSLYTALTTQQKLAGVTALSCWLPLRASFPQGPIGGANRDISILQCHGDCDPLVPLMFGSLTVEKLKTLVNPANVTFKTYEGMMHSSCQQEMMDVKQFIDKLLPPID
# Numbers without * were called inactive; x = not tested or not shown; & = joins results of further samples. The list is partial (hit frequency here may not be typical).
SMILES,PAFAH1B3 FP inh,GSTO1 inh,LYPLA2 counter,PAD4 FP inh,pPAFAH inh,PREPL inh,PME-1 primary,PAFAH1B2 FP inh,LYPLA1 counter
O=S(=O)(Nc1ccon1)c1ccc(F)c(F)c1,8,-2,0,0,-7,-5,2,2,0
COc1ccc(CN2CCNC(=O)C2CC(=O)NCCSc2nccn2C)c(OC)c1 (configuration not stated),6,5,0,-2,6,-2,0,-1,-1
O=c1cc(-c2ccccc2)nc(SCc2ccc(F)cc2)[nH]1,3,-1,5,5,4,11,-11,17,-1
CN(C(=O)COC(=O)c1ccc(S(=O)(=O)N2CCOCC2)cc1)c1ccccc1,-5,x,x,1,1,2,x,5,x
O=C1CC(c2cccc(Br)c2)c2cc3c(cc2N1)CCC3 (configuration not stated),4,-1,6,1,28*,4,0,5,-2
COc1ccc(NS(=O)(=O)c2cccc(C(=O)OCC(=O)N3CCN(c4ccc(OC)cc4)CC3)c2)cc1,10,8,2,2,28*,10,-2,8,-1
Oc1ccc(-c2nnc(SCc3ccccc3)o2)cc1,9,3,4,-3,2,-8,-3,5,0
O=C(CCNC(=O)c1ccc(Br)cc1)NCC(c1ccco1)N1CCCCC1 (configuration not stated),-3,x,3,0,1,15,6,2,3
CCOC(=O)/C(=N\Nc1ncnc2ccccc12)c1ccc(OC)cc1,5,15,2,0,7,3,7,3,1
N#C/C(=C\c1ccccc1)C(=O)Nc1nncs1,3,-7,4,3,8,4,-1,5,0
Cc1ccc(C(NC(=O)c2ccccc2S(C)(=O)=O)c2ccccc2)cc1 (configuration not stated),4,1,12,-2,-1,9,-1,-5,-2
CCc1nnc(NS(=O)(=O)c2ccc(NC(=S)NC(=O)/C=C/c3ccc(C(C)C)cc3)cc2)s1,-17,-32,-59,-1,1,-42,-110,-10,-44
COc1cccc(/C=C2\Oc3cc(OCC(=O)N4CCCCC4)ccc3C2=O)c1OC,5,-3,-6,0,-2,15,-7,6,1
C#CCOCCOCCOCCNc1nc(N2CCN(C(=O)C(Cc3ccc(O)cc3)n3cc(C(N)CC(C)C)nn3)CC2)nc(N2CCN(C(=O)C(Cc3ccc(O)cc3)n3cc(C(N)C(C)CC)nn3)CC2)n1 (configuration not stated),-9,3,2,-1,1,11,-2,-4,-1
CCOc1ccc(NC(=S)NN(C)C(=S)Nc2ccc(OCC)cc2)cc1,15,-1,-4,1,12,6,3,-2,1
O=c1cc(NCc2ccccc2)[nH]c(=O)[nH]1,10,2,2,0,-2,11,-2,10,-2
Cc1ccc(C(=O)C2=C(O)C(=O)N(c3ncccn3)C2c2ccc(F)cc2)o1 (configuration not stated),0,-12,-5,4,2,-5,3,4,1
CC(NS(=O)(=O)c1ccccc1)C(=O)Nc1nccs1 (configuration not stated),-4,-1,-1,-2,4,12,4,8,-3
Cc1onc(-c2ccccc2)c1C(=O)Nc1ccc(S(=O)(=O)N2CCOCC2)cc1,12,2,3,0,2,9,-2,8,3
CC(=O)NC1CCN(C(=O)N2CCCC2)CC1,-3,5,-2,3,-1,2,-2,2,-2
CCOc1cc(/C=C2\N=C(SCC)SC2=O)cc([N+](=O)[O-])c1OC(C)=O,12,-6,6,1,23,4,35*,24*,11
Cc1cc(=O)n2nc(N3CCCC(C(=O)NCc4cccc(Cl)c4)C3)sc2n1 (configuration not stated),4,-3,7,-2,2,-2,4,-3,-3
Cc1ccc(NC2CCCN(C(=O)c3cccc4nccnc34)C2)cc1C (configuration not stated),3,-1,9,-3,12,7,9,3,3
CC(=O)Nc1ccc(NC(=O)c2cc(-c3ccc(C)cc3O)n[nH]2)cc1,-4,3,-7,0,-3,2,-4,2,-4
CC(=O)c1ccc(NC(=O)CN2CCCCCC2)cc1,11,2,5,3,3,3,4,2,5

# Other entries follow.
SMILES,PAFAH1B3 FP inh,GSTO1 inh,LYPLA2 counter,PAD4 FP inh,pPAFAH inh,PREPL inh,PME-1 primary,PAFAH1B2 FP inh,LYPLA1 counter
CCOc1ccc(N2C(=O)CC(NCCc3ccncc3)C2=O)cc1 (configuration not stated),2,3,-1,5,5,3,-2,2,-3
Cc1ccccc1OCCC(=O)NNC(=O)COc1cccc(F)c1,5,x,x,0,2,-8,x,2,x
COc1ccccc1CNC(=O)CCC1N=C2c3ccccc3N=C(SCC(=O)NCC3CCCO3)N2C1=O (configuration not stated),-2,2,2,0,-1,0,-4,0,2
O=C(Nc1ccc(Br)cn1)c1coc(=O)c(Br)c1,2,15,4,3,3,4,4,6,3
N#Cc1ccc(C(=O)NC2CCCCCCC2)cc1,16,-4,0,-2,-7,-13,-1,6,0
N#Cc1cnn(Cc2ccccc2)c1N,7,1,-4,4,4,4,3,1,2
COc1cc2cc(C(=O)Nc3ccccc3)c(N)nc2cc1OC,10,-1,3,2,3,10,-7,3,-1
CCOC(=O)C1CCN(C(=O)/C(C)=C\c2ccccc2)CC1,3,7,-1,-4,-2,11,-5,-5,-5
CCOC(=O)c1ccccc1N=Cc1c(O)c2ccccc2oc1=O,2,-12,-1,-3,9,-1,1,2,1
O=C(O)C1CCCCC1C(=O)Nc1ccccc1Nc1ccccc1 (configuration not stated),3,5,-7,-23,-8,-14,-10,11,-4
CC(=O)Nc1ccc(S(=O)(=O)NNC(=O)CCC(=O)Nc2cc(C)ccc2C)cc1,4,6,2,-1,-6,12,-6,2,3
CN(CC(=O)N1CCCC1)S(=O)(=O)c1cc(Cl)ccc1Cl,2,-2,-4,-10,-2,7,0,-2,-1
COc1cccc(C(=O)N2CCN(Cc3ccc4c(c3)OCO4)CC2)c1OC,-4,-3,2,0,1,-4,-2,-5,-1
COc1cc(CNn2c(C)n[nH]c2=S)cc(Cl)c1OCc1ccccc1,13,3,0,-5,10,7,-1,6,-3
O=C(Oc1nsnc1N1CCOCC1)N1CCCCC1,7,-3,0,3,57*,7,3,-2,6
CC(C)(C)c1ccc(C(=O)NNc2cc(N3CCOCC3)nc(N3CCOCC3)n2)cc1,0,15,-7,1,8,38,-7,0,-1
c1ccc2c(c1)Oc1cccc3cccc-2c13,5,0,0,5,6,4,7,3,-2
CN1CCC(CNC(=O)Nc2csc3ccccc23)CC1,x,11,4,4,5,0,-4,x,0
COc1ccc(S(=O)(=O)N2CCC(C(=O)N[C@H](C(=O)NCc3ccco3)C(C)C)CC2)cc1,-6,-6,6,-2,-1,13,3,-4,-1
CCOC(=O)C1=NN(c2ccccc2C)C2=NC(C)=C(C(=O)OC)C(c3cccs3)N12 (configuration not stated),1,-6,6,0,1,4,-6,1,0
CC(=O)c1cc(C(=O)Nc2ccccc2C(=O)O)oc1C,1,-10,6,-1,-5,9,7,-1,6
COc1ccc(C(=O)NC2CCN(Cc3ccccc3)C2)cc1S(=O)(=O)N1CCOCC1 (configuration not stated),3,x,3,-1,-4,8,-5,5,-5
O=[N+]([O-])c1ccc(C(O)C[n+]2ccccc2)cc1 (configuration not stated),9,-2,3,-3,1,6,-2,0,6
CC(C)(C)OC(=O)NCCCC[C@@H](C(=O)N1CCN(C(=O)OC(C)(C)C)CC1)n1cc(CCC(=O)O)nn1,3,-2,-3,-4,-1,9,-1,1,0
Cc1ccccc1NC(=O)c1ccc(C)c(S(=O)(=O)Nc2ccccn2)c1,1,6,6,-1,1,30,0,0,3

# (continued)
SMILES,PAFAH1B3 FP inh,GSTO1 inh,LYPLA2 counter,PAD4 FP inh,pPAFAH inh,PREPL inh,PME-1 primary,PAFAH1B2 FP inh,LYPLA1 counter
COc1ccc(CCN(C)C(=O)C2CCCN(Cc3ccc(OC)c(OC)c3)C2)cc1OC (configuration not stated),8&1,-10&-2,-4&2,-8&-6,1&-2,8&7,-1&-2,-2&4,-1&-3
Cc1ccccc1N(C(=O)c1snc(C(N)=O)c1N)C(C(=O)NCC1CCCO1)c1ccc(F)cc1 (configuration not stated),8,-1,0,-2,2,-3,0,4,-3
COc1ccc(NC(=O)c2cc3c(=O)n(C)c4ccccc4c3n2C)cc1OC,0,4,3,0,13,41,-20,8,1
O=C(NN=C1CCCC1)C1COc2ccccc2O1 (configuration not stated),3,17,3,-1,9,15,3,2,0
O=C(NC(=S)Nc1cccc(-c2ccc(CO)o2)c1)c1cccs1,-7,-4,-9,-1,-5,-6,-17,-4,-6
COCCC(=O)N1CCC(Oc2ccc(C(=O)N3CCC(N(C)C)C3)cc2)CC1 (configuration not stated),2,1,3,2,6,7,-3,0,6
O=C1CN(C(=O)COC(=O)[C@@H]2CCCN2S(=O)(=O)c2ccc(Cl)cc2)c2ccccc2N1,5,x,x,-6,2,-6,x,3,x

# In a second layout: entries from further up.
# Fields: PAFAH1B3 FP inh, GSTO1 inh, LYPLA2 counter, PAD4 FP inh, pPAFAH inh, PREPL inh, PME-1 primary, PAFAH1B2 FP inh, LYPLA1 counter
O=C(CCNC(=O)c1ccc(Br)cc1)NCC(c1ccco1)N1CCCCC1 (configuration not stated)
  -3, x, 3, 0, 1, 15, 6, 2, 3
CCOC(=O)/C(=N\Nc1ncnc2ccccc12)c1ccc(OC)cc1
  5, 15, 2, 0, 7, 3, 7, 3, 1
N#C/C(=C\c1ccccc1)C(=O)Nc1nncs1
  3, -7, 4, 3, 8, 4, -1, 5, 0
Cc1ccc(C(NC(=O)c2ccccc2S(C)(=O)=O)c2ccccc2)cc1 (configuration not stated)
  4, 1, 12, -2, -1, 9, -1, -5, -2
CCc1nnc(NS(=O)(=O)c2ccc(NC(=S)NC(=O)/C=C/c3ccc(C(C)C)cc3)cc2)s1
  -17, -32, -59, -1, 1, -42, -110, -10, -44
COc1cccc(/C=C2\Oc3cc(OCC(=O)N4CCCCC4)ccc3C2=O)c1OC
  5, -3, -6, 0, -2, 15, -7, 6, 1
C#CCOCCOCCOCCNc1nc(N2CCN(C(=O)C(Cc3ccc(O)cc3)n3cc(C(N)CC(C)C)nn3)CC2)nc(N2CCN(C(=O)C(Cc3ccc(O)cc3)n3cc(C(N)C(C)CC)nn3)CC2)n1 (configuration not stated)
  -9, 3, 2, -1, 1, 11, -2, -4, -1
CCOc1ccc(NC(=S)NN(C)C(=S)Nc2ccc(OCC)cc2)cc1
  15, -1, -4, 1, 12, 6, 3, -2, 1
O=c1cc(NCc2ccccc2)[nH]c(=O)[nH]1
  10, 2, 2, 0, -2, 11, -2, 10, -2
Cc1ccc(C(=O)C2=C(O)C(=O)N(c3ncccn3)C2c2ccc(F)cc2)o1 (configuration not stated)
  0, -12, -5, 4, 2, -5, 3, 4, 1
CC(NS(=O)(=O)c1ccccc1)C(=O)Nc1nccs1 (configuration not stated)
  -4, -1, -1, -2, 4, 12, 4, 8, -3
Cc1onc(-c2ccccc2)c1C(=O)Nc1ccc(S(=O)(=O)N2CCOCC2)cc1
  12, 2, 3, 0, 2, 9, -2, 8, 3
CC(=O)NC1CCN(C(=O)N2CCCC2)CC1
  -3, 5, -2, 3, -1, 2, -2, 2, -2
CCOc1cc(/C=C2\N=C(SCC)SC2=O)cc([N+](=O)[O-])c1OC(C)=O
  12, -6, 6, 1, 23, 4, 35*, 24*, 11

# Source: PubChem BioAssay (The Scripps Research Institute Molecular Screening Center)
